FN deposit inh = fibronectin deposition inhibition; AH1F fibroblasts, Alexa488-fibronectin deposition fluorescence, overnight; inhibition, % at 12.6 µM; hit rate 0.086% among 350,000; AID 743247;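 active = mean inhibition across replicates of 30% or more, regardless of how many single replicates reach that level; inconclusive = mean under 30% yet at least half of replicates reach 30%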;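 also: positive control wells lacked labelled fibronectin entirely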
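Material – AH1F fibroblast monolayer, labelled fibronectin deposition · Reagent – labelled fibronectin 24 nM · Timing – 1 h adhesion, overnight exposure · Measured by – fluorescence at 485 nm excitation, 525 nm emission · Read-out – inhibition of fibronectin deposition signal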
PglD inh = blocks C. jejuni PglD acetyltransferase activity; purified PglD enzyme, DTNB colorimetric CoA detection; inhibition, % at 12.5 µM; hit rate 0.098% among 360,000; in the data active = inhibition above about 16%, passing the limit was not always enough; inconclusive = no clear call, values can overlap the other calls; also: strong numbers were not always called active
ERAP1 inh = blocks human ERAP1 aminopeptidase activity; Q9NZ08; recombinant ERAP1, Leu-AMC fluorescence, 60 min; inhibition, % at 10.7 µM; hit rate 0.15% among 340,000;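 active = mean replicate inhibition of at least 30%, or all replicates individually reaching that 30% level; inactive = mean below 30% and not every replicate reaching it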;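 also: 0% = neutral control wells and 100% = L-leucinethiol positive control wells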
Target sequence (Q9NZ08 whole entry, looked up): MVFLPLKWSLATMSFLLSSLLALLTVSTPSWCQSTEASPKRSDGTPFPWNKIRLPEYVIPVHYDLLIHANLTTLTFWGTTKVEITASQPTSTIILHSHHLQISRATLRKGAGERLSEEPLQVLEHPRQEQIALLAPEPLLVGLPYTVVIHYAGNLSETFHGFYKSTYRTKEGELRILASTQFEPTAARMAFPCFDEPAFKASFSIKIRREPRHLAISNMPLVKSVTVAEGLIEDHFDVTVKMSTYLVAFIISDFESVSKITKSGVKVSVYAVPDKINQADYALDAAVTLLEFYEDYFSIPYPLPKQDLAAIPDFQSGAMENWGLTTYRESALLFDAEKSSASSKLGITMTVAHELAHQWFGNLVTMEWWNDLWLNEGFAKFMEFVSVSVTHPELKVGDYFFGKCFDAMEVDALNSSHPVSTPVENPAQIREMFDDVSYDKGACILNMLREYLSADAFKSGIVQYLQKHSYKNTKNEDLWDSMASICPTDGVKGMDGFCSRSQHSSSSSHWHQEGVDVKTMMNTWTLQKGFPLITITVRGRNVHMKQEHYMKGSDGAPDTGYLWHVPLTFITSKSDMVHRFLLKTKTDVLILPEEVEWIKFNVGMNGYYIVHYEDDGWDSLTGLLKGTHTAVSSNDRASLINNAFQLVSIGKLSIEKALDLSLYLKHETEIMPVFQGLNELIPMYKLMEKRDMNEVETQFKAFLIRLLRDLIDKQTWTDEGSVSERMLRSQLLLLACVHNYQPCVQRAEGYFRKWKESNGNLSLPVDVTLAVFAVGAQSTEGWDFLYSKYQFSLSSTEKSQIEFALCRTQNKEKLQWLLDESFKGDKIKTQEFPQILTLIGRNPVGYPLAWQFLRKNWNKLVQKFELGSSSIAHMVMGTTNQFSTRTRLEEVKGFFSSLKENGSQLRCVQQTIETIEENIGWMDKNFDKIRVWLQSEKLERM
PGC1a acetyl inh = modulators of PGC1a acetylation. hit rate 0.17% among 350,000. U2OS PGC1a acetylation, AlphaScreen anti-acetyl-lysine; with virally co-expressed GCN5 acetyltransferase. AID 651687. inhibition, % at 15.6 µM;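 active = every replicate shows inhibition of at least 40%; inconclusive = mean inhibition at least 40% but some replicate below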;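 also: 0% = neutral control wells and 100% = positive control wells; some results beyond the cut were filed as inactive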
PAX8 inh HTS = lowers PAX8-driven luciferase in RMG-I cells. RMG-I TPO-luciferase reporter, SteadyGlo, 24 h. inhibition, % at 12.6 µM. hit rate 1.2% among 360,000. AID 652154;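 active = mean replicate inhibition at least 60% with every replicate also reaching 60%; inconclusive = only one of the two criteria is met; inactive = mean below 60% and not all replicates reaching 60%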;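 also: luciferase light reporting Pax8 driven TPO promoter activity; plate controls were median of neutral control wells for no effect and mitoxantrone controls for full effect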
LGR2 antag = blocks bursicon-induced cAMP signaling via Drosophila LGR2. HEK293 LGR2, CRE-luciferase, bursicon-stimulated, 4 h. inhibition, % at 9.99 µM. hit rate 0.35% among 380,000. AID 720647;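 active = drop in luminescence signal, shown as inhibition above about 50% in the replicate tests, limit read from the data, passing the limit was not always enough; inconclusive = probably only some replicates passing the limit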;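 also: agonist challenge used bursicon conditioned medium at about half maximal strength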
EWS-Fli block = EWS/Fli transcriptional activity inhibition. hit rate 0.67% among 350,000. inhibition, % at 12.6 µM. A673 NR0B1-luciferase reporter, viability-normalised;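 active = mean inhibition of at least 50% after viability correction, with every replicate also passing that limit; inconclusive = mean reaches 50% but only one of two replicates passes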;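 also: firefly luciferase signal divided by Alamar Blue viability fluorescence both relative to DMSO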
S100A4 inh HTS = inhibitors of human S100A4 binding to myosin IIA peptide; S100A4/TAMRA-MyoIIA peptide fluorescence polarization; P26447; AID 652163; hit rate 0.14% among 360,000; inhibition, % at 10.7 µM;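 active = mean inhibition of at least 70% across replicates, with every replicate also reaching that level; inconclusive = mean inhibition reaches 70% but some replicates fall short; inactive = mean inhibition below 70%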
Target sequence (P26447 whole entry, looked up): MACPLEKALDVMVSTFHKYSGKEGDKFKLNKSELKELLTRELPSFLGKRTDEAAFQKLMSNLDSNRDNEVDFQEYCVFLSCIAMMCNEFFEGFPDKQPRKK
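Test system: S100A4 monomer protein; Medium: HEPES pH 7.2 with CaCl2, KCl, NaCl, DTT, Triton; Probe or stimulus: TAMRA-labelled myosin IIA heavy-chain peptide probe, 5 nM; Doses: one dose per compound; Times: polarization read 5 min after assay mix addition, stable 5–60 min; Benchmarks: neutral control DMSO, positive control TFP.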
Active calls of the source: *; ? = inconclusive; . = no result given; & = joins results of further samples. Rows were taken by chance; any-hit rate near 2.1%.

Under each structure: FN deposit inh	PglD inh	ERAP1 inh	PGC1a acetyl inh	PAX8 inh HTS	LGR2 antag	EWS-Fli block	S100A4 inh HTS
> C[C@@H](NC(=O)C[C@H]1C[C@@H]2c3cc(NS(=O)(=O)c4ccc(F)cc4)ccc3O[C@@H]2[C@H](CO)O1)c1ccccc1
  -7	0	2	-3	21	-5	7	-40
> C[C@@H]1CN([C@@H](C)CO)C(=O)Cc2cc(NC(=O)CCCN(C)C)ccc2O[C@H]1CN(C)C(=O)Nc1ccc(F)cc1
  .	-1	0	2	1	-8	-7	9
> CN(C)S(=O)(=O)N1CCN(C(=O)N2CCCCCC2)CC1
  -3	-2	.	-4	.	-7	.	.
> CC1CN(Cc2ccccc2)c2nc3c(c(=O)n(CC(=O)O)c(=O)n3C)n2C1 (centres undefined)
  -3	-2	0	.	7	1	3	9
> C[C@H]1CCCCO[C@@H](CN(C)Cc2ccc(C(F)(F)F)cc2)[C@@H](C)CN([C@@H](C)CO)C(=O)c2cc(NC(=O)Nc3ccc(C(F)(F)F)cc3)ccc2O1
  2	2	.	20	-29	12	5	.
> NC(=O)CC(NC(=O)Cc1cccc2ccccc12)c1ccc(NCCOc2ccccc2)c([N+](=O)[O-])c1 (centres undefined)
  -1	0	-2	3	-16	0	7	-5
> CCc1cc2c(SCC(=O)Nc3ccc(NC(C)=O)cc3)ncnc2s1
  3	-1	1	1	8	3	1	1
> CC(=O)NC[C@@H]1[C@@H](c2ccc(C3=CCCCC3)cc2)[C@@H](CO)N1C(=O)C1CCC1
  13	.	0	3	.	1	.	19
> Cc1cc(N2CCN(C(=O)c3ccco3)CC2)nc(-c2ccccc2)n1
  4	6	.	-11	0	.	.	.
> Cc1ccc(S(=O)(=O)N(C)C)cc1NC(=O)COC(=O)/C=C/c1ccc2ccccc2n1
  4	.	1	.	.	-44	10	2
> CCS(=O)(=O)N1CCC2(CC1)OCCN2S(=O)(=O)c1ccccc1
  -10	4	-1	.	-8	7	3	0
> CCSc1nc(-c2ccc(OC)cc2)cc(-c2ccccc2)c1C#N
  .	-3	5	24	.	.	10	-2
> C=C1C(=O)CC2=C1[C@](Cc1ccc(F)cc1)(C(=O)OC)N(C(=O)c1ccccc1)C2
  0	.	.	.	11	4	11	-5
> CC(C)(C)c1ccc(C(=O)NCCC(=O)NNC(=O)COc2ccc(F)cc2)cc1
  6	0	1	-2	-6	-6	-5	0
> O=C(O)c1ccc2c(=O)n3c(nc2c1)/C(=C/c1ccccc1Br)CC3
  3	0	0	.	12	-7	0	11
> COc1ccc(CNC(=O)C2CCN(S(=O)(=O)c3cc(OC)ccc3OC)CC2)cc1
  .	-1	1	.	.	-17	.	2
> CO[C@@H]1CN(C)C(=O)c2ccc(NC(=O)C3CCOCC3)cc2OC[C@H](C)N(C(=O)c2ccccc2)C[C@@H]1C
  .	0	.	3	-14	3	-9	7
> CC(=O)Nc1ccc(C(=O)N2CCCCC2c2cc(C(=O)NCc3ccc(F)cc3)no2)cc1 (centres undefined)
  2	-7	1	1	-21	-14	0	6
> O=C(Nn1c(SCc2cccc([N+](=O)[O-])c2)nc2ccccc2c1=O)c1ccccc1
  -1	0	.	.	-75	-47	.	.
> O=C(NCC1CCCO1)c1ccc2nc(N3CCCCC3)sc2c1 (centres undefined)
  0	-5	1	-8	-73	-76	-110	2
> CC(=O)Nc1ccc2c(c1)C(=O)N(c1cccc3ccccc13)C2=O
  10	13	-5	8	10	-5	7	2
> CO[C@H]1CN(C)C(=O)c2cc(NC(=O)C3CCC3)ccc2OC[C@@H](C)N(C(=O)CN(C)C)C[C@@H]1C
  -20	4	0	0	-14	8	-5	35
> COc1ccc(CCNC(=O)C(=O)Nc2ccc3c(c2)OCO3)cc1OC
  -1	-7	-1	-15	-20	17	-5	-8
> C[C@H](CO)N1C[C@H](C)[C@@H](CN(C)Cc2ccc(Oc3ccccc3)cc2)Oc2ccc(NC(=O)CCN3CCOCC3)cc2C1=O
  3	1	5	1	.	.	2	-1
> COC(=O)c1c(NC(=S)NNS(=O)(=O)c2ccc(OC)cc2OC)sc2c1CCCCCC2
  .	5	-2	-3	2	12	.	19
> CN1C(=O)C(C)(C)c2cc(S(=O)(=O)N3CCCC(C(=O)NCc4ccc(F)cc4)C3)ccc21 (centres undefined)
  -2	-4	4	4	5	2	16	-2
> CN1C(=O)Cc2cc(S(=O)(=O)N3CCN(c4ccccc4F)CC3)ccc21
  -16	-8	4	-2	-6	10	8	4
> CC(C)NC(=O)N(C)C[C@@H]1Oc2c(NC(=O)c3ccc(-c4nccs4)cc3)cccc2C(=O)N([C@@H](C)CO)C[C@H]1C
  .	1	-1	8	.	6	2	1
> C[C@H](CO)N1C[C@H](C)[C@@H](CN(C)C(=O)NC2CCCCC2)OCCCC[C@H](C)Oc2ccc(NC(=O)Nc3ccc(C(F)(F)F)cc3)cc2C1=O
  .	-1	-5	16	49	14	21	-4
> OC1CCN(Cc2cccc(Oc3ccccc3)c2)CC1
  2	0	.	-5	-9	.	.	.

A draw from above in order of number of heavy atoms, falling:
Under each structure: FN deposit inh	PglD inh	ERAP1 inh	PGC1a acetyl inh	PAX8 inh HTS	LGR2 antag	EWS-Fli block	S100A4 inh HTS
> CC1CN(Cc2ccccc2)c2nc3c(c(=O)n(CC(=O)O)c(=O)n3C)n2C1 (centres undefined)
  -3	-2	0	.	7	1	3	9
> CC(=O)Nc1ccc2c(c1)C(=O)N(c1cccc3ccccc13)C2=O
  10	13	-5	8	10	-5	7	2
> O=C(NCC1CCCO1)c1ccc2nc(N3CCCCC3)sc2c1 (centres undefined)
  0	-5	1	-8	-73	-76	-110	2

Other results follow:
Under each structure: FN deposit inh	PglD inh	ERAP1 inh	PGC1a acetyl inh	PAX8 inh HTS	LGR2 antag	EWS-Fli block	S100A4 inh HTS
> O=C(CCC(=O)N/N=C/c1ccco1)N/N=C/c1ccco1
  -5	1	-1	7	5	-11	-6	5
> C[n+]1cc[nH]c1SCC(=O)c1ccc(Cl)cc1
  -4	0	10	10	-41	-42	-42	4
> O=C(NCc1ccc(F)cc1)[C@@H]1[C@@H](CO)[C@@H]2Cn3c(ccc(C4=CCCCC4)c3=O)[C@H]1N2
  .	2	0	.	.	-3	0	-1
> COCCNC(=O)c1onc(CSc2ccccc2)c1C(=O)O
  -11	6	3	.	0	21	-2	-4
> Cc1ccccc1C(=O)NC(C(N)=O)P(=O)(OC(C)C)OC(C)C (centres undefined)
  -1	.	.	.	1	22	-4	3
> C[C@H]1CN([C@@H](C)CO)C(=O)c2cccc(NS(=O)(=O)c3ccccc3)c2O[C@@H]1CN(C)C(=O)Nc1ccccc1
  10	5	-2	7	2	-5	-4	6
> CN(C)CCCNC(=O)C[C@H]1C=C[C@@H](NS(=O)(=O)c2ccccc2)[C@@H](CO)O1
  .	-3	2	7	6	6	-6	-2
> CC(C)CCn1cnc2c(sc3nc4c(cc32)CSC(C)(C)C4)c1=O
  4	.	1	.	-68	13	-10	-2
> Cc1ccc(C(=O)NCC(=O)O)cc1S(=O)(=O)N1CCCCC1
  -4	1	.	4	8	.	.	.
> COc1ccc(C(=O)NCC(=O)OCC(=O)N2CCc3ccccc32)cc1
  -20	.	1	-1	-6	-30	4	2
> CC(=O)N1CCN(c2ccc(NC(=O)c3ccc(Br)o3)cc2Cl)CC1
  0	2	.	19	-14	-8	-61	1
> CC(=O)N1CC(=O)N2[C@H](CO)[C@@H](c3ccc(C#CC(C)C)cc3)[C@H]2C1
  .	.	-3	2	-2	18	-7	-12
> Cc1ccc(NC(=O)c2ccc(C)cc2)cc1
  6	5	0	1	-81	48	-16	0
> C[C@H]1CN([C@@H](C)CO)C(=O)CCCn2nncc2CO[C@H]1CN(C)C(=O)Nc1ccc2c(c1)OCCO2
  -1	3	1	4	-35	-32	-35	-2
> CC(C)c1ccccc1OCC(O)CN(CC(O)COc1cccc2ccccc12)C(C)C (centres undefined)
  4	0	2	.	21	-18	39	-6
> CN1C(C(=O)NCc2ccco2)CC2Cn3c(nc4cc(Cl)c(Cl)cc43)C21 (centres undefined)
  1	-2	-1	.	-4	-13	-9	0
> Cc1ccc(OC(=O)N(C)C[C@@H]2OCc3cn(nn3)CCCC(=O)N([C@@H](C)CO)C[C@H]2C)cc1
  -3&-1	-4&-3&-1	-1&0&-4	-8&-13&2	-17&7	-22&-5	-6&3&2	2&6&13
> O=C1NC(c2ccc(-c3ccccc3[N+](=O)[O-])o2)C(C(=O)c2ccccc2)C(O)(C(F)(F)F)N1 (centres undefined)
  -1	.	-1	-8	-5	.	9	-1
> Cc1occc1-c1nnc(SCC(=O)N2CCCCC2)n1C
  3	-4	0	.	-1	-13	-1	25
> Cc1ccc(S(=O)(=O)N(C)CCCC(=O)Nc2ccccn2)cc1
  -7	0	-1	-19	4	-6	22	41
> CCOC(=O)c1c(C)n(-c2ccc(C)cc2)c2ccc(O)c(CN(C)C)c12
  -1	-1	-1	-11	42	7	6	0
> O=C(OCCOc1cccc(Cl)c1)c1cc(S(=O)(=O)N2CCOCC2)ccc1F
  .	-5	-2	-3	2	-19	-3	6
> COCCN(C(=O)C1CCC1)c1nnc(-c2cccnc2)s1
  1	2	.	25	16	.	.	.
> COc1cc2c(C#CCCO)c(-c3ccsc3)oc(=O)c2cc1OC
  6	1	2	.	15	10	11	-1
> C[C@@H]1CN([C@H](C)CO)C(=O)c2cc(-c3ccccc3)cnc2O[C@@H]1CN(C)C(=O)Cc1ccccc1
  .	.	.	?	.	-3	-16	-7
> COc1cc(C(=O)OCC(=O)Nc2c(C)n(C)n(-c3ccccc3)c2=O)c([N+](=O)[O-])cc1OC
  -3	-2	4	2	6	-2	-10	0
> C[C@H](CO)N1C[C@H](C)[C@H](CN(C)C(=O)Nc2ccccc2)OCCCC[C@H](C)Oc2ccc(NS(=O)(=O)c3ccccc3)cc2C1=O
  -15	-3	1	1	21	12	2	-5
> CCOC(=O)CC(NC(=O)C1c2ccccc2Oc2ccccc21)c1ccc(C)cc1 (centres undefined)
  5	6	.	.	-6	-3	.	.
> O=C(c1ccc2nc(Cc3ccccc3F)oc2c1)N1CC[C@H](O)C1
  1	4	0	-6	-52	0	-51	-1
> Cc1cc(OCC(=O)N(Cc2ccco2)C2CCS(=O)(=O)C2)ccc1Cl (centres undefined)
  10	5	-3	-1	16	9	-2	3
> C[C@@H]1CN([C@H](C)CO)C(=O)c2cc(NS(C)(=O)=O)ccc2O[C@H]1CN(C)Cc1ccc(C(=O)O)cc1
  .	0	-1	-8	.	11	-5	9
> C[C@@H]1CN([C@@H](C)CO)C(=O)CCCn2nncc2CO[C@@H]1CN(C)C(=O)Nc1ccccc1F
  -5&2	3&-5	0&1	-2&3	-6&-25	.	7&0	-1&28
> C=Cc1ccc(CC2(C)C(=O)Nc3ccc(Cl)cc32)cc1 (centres undefined)
  15	2	2	.	9	8	-2	-3
> O=C1CN(S(=O)(=O)c2cccc(Cl)c2Cl)CCN1
  -6	-3	2	-4	0	-7	-5	-4
> CC(C)C[C@H](NC(=O)[C@@H]1O[C@H]1C(=O)O)C(=O)NCCCCN=C(N)N
  3	5	-4	-9	9	5	-2	-1
> COc1ccc(NC(=O)Nc2cccc3c2O[C@H](CN(C)S(C)(=O)=O)[C@H](C)CN([C@H](C)CO)C3=O)cc1
  .	-5	-1	6	.	3	0	4
> CCCC#Cc1ccc([C@@H]2[C@@H](CO)N(C(=O)C3CC3)[C@H]2C#N)cc1
  8	1	-2	6	21	2	-5	34

Source: PubChem BioAssay
